# Source: PubChem
# USP8 block: inhibitors of human USP8 deubiquitinase; P40818; purified USP8, Ub-rhodamine cleavage fluorescence, 30 min; inhibition, % at 20 µM; 47,000 tested, 4.2% active; AID 1645853
# USP7 block: human USP7 deubiquitinase inhibition; purified USP7, Ub-rhodamine cleavage fluorescence; inhibition, % at 20 µM; 47,000 tested, 0.3% active; AID 1645854
# USP28 block: blocks human USP28 ubiquitin-rhodamine cleavage | purified USP28, Ub-rhodamine cleavage fluorescence, 30 min | 47,000 tested, 3% active | Q96RU2 | AID 1645857 | inhibition, % at 25 µM
# UCHL1 inh: inhibitors of human UCHL1 deubiquitinase; P09936; purified UCHL1, Ub-rhodamine cleavage fluorescence; inhibition, % at 20 µM; 47,000 tested, 0.2% active
# USP10 inh: human USP10 deubiquitinase inhibition | purified USP10, Ub-rhodamine fluorescence, 60 min | AID 1645856 | 47,000 tested, 1.1% active | Q14694 | inhibition, % at 20 µM
# USP17 inh: blocks human USP17 ubiquitin-rhodamine cleavage; A8MUK1; purified USP17, Ub-rhodamine cleavage fluorescence, 3 h; inhibition, % at 50 µM; 47,000 tested, 6.5% active; AID 1645855
# OTUD3 block: inhibitors of human OTUD3 deubiquitinase | purified OTUD3, Ub-rhodamine fluorescence, 2 h | inhibition, % at 25 µM | 47,000 tested, 0.7% active | AID 1645858
# Target sequence (Q5T2D3 whole entry, looked up): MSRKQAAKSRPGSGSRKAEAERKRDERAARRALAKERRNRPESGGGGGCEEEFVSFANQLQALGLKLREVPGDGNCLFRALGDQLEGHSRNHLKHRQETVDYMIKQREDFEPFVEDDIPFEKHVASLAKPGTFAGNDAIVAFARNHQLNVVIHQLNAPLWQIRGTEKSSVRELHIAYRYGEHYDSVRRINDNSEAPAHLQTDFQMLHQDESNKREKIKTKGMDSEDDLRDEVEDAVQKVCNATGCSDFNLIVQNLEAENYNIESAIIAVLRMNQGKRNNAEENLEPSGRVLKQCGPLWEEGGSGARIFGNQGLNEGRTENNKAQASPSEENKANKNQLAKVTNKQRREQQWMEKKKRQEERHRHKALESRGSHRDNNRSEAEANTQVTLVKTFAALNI
# USP30 inh: human USP30 deubiquitinase inhibition; 47,000 tested, 5.3% active; purified USP30, Ub-rhodamine cleavage fluorescence; inhibition, % at 25 µM; Q70CQ3
# * marks the source's active call; other numbers are inactive results; i = inactive. Rule as the data show it: active = inhibition above about 30%; inactive = the rest. An excerpt; count on the stated rates, not on these rows.
SMILES,USP8 block,USP7 block,USP28 block,UCHL1 inh,USP10 inh,USP17 inh,OTUD3 block,USP30 inh
CC12CN3CC(c4ccccc4)(CN(C1)C3(C)C)C2=O,9.2,4.5,4.1,1.1,0.3,8.0,8.0,10.5
O=c1c2ccccc2nc(-c2ccccc2)n1-c1ccccn1,0.4,-1.3,-3.5,0.0,4.6,-2.1,-3.4,0.3
Cc1c(C(=O)N2CCC3(CC2)OCCO3)sc2nc3n(c(=O)c12)CCCCC3,1.2,-1.8,1.1,-0.6,1.1,-0.9,-0.3,13.4
COCCN1CCC2(COCc3cnc(NCC4CC4)nc32)C1 (stereo not given),-66.1,0.0,-0.4,-2.1,2.2,-12.5,-0.1,0.1
CC(C)C1=C[C@H]2C[C@]3(C=O)[C@@H]4CC[C@@H](C)[C@H]4C[C@@]2(CO)[C@]13C(=O)O,-94.6,-49.9,11.4,-15.5,-4.5,16.9,2.9,-131.9
CCC(=O)CCCCC[C@@H]1NC(=O)[C@H]2CCCCN2C(=O)[C@H]([C@@H](C)CC)NC(=O)[C@H](Cc2cn(OC)c3ccccc23)NC1=O,-15.0,-0.3,13.4,-2.8,0.3,35.9*,0.1,-0.1
COc1oc(C2C/C(=C\C(C)=C\c3ccc([N+](=O)[O-])cc3)CO2)c(C)c(=O)c1C (stereo not given),2.6,-5.8,-8.0,1.6,0.1,-7.2,2.2,4.9
COc1ccc(-c2cn(C[C@H]3CC4CCN3C[C@@H]4C(=O)N3CCOCC3)nn2)cc1 (stereo not given in full),4.1,1.8,-1.8,-2.3,0.2,-8.4,-0.9,-6.1
O=C(COc1ccc(Br)cc1)N1CCN(Cc2ccncc2)CC1,5.6,-5.6,-10.1,-3.8,-3.3,-7.6,-10.5,-29.5
CCC(C)/C=C(C)/C=C/C1=CC2=C(Cl)C(=O)C(C)(OC(C)=O)C(=O)C2=CO1 (stereo not given),-30.7,0.0,-16.8,0.7,-5.0,24.0,-8.5,-59.7
CCCCCC(O)c1c(O)cc2c(c1O)C(=O)c1c(O)cc(O)cc1C2=O (stereo not given),-16.1,-103.9,-47.9,6.0,33.2*,57.7*,-73.8,i
CC(C)=CCc1cccc2[nH]c3c(c12)C[C@@H]1CC[C@@]2(O)[C@@]45O[C@@H]4[C@@H]4O[C@H](C=C(C)C)OC(C)(C)[C@H]4O[C@H]5CC[C@]2(C)[C@@]31C,0.0,4.0,-9.4,4.7,-0.4,2.2,-6.0,-38.8
COC(/C=C/CC/C=C/C(=O)O)C(O)C(C)/C=C(\C)C(O)C(C)C(=O)CCCC1CC(=O)NC(=O)C1 (stereo not given),4.2,1.9,-11.6,-1.4,0.7,-9.7,-1.9,8.4
Cc1ccc(OCCCn2cc(C(=O)C(C)(C)C)c3ccccc32)cc1,28.3,-33.6,1.4,7.6,9.6,2.5,13.8,0.4
Cn1cc(CN2C[C@H](OCc3ccccn3)[C@H]3OCCC[C@H]32)cn1,-65.7,8.0,8.6,0.4,0.0,-3.6,15.4,22.3
COc1ccc(C2SCC(=O)Nc3c2c(C)nn3-c2nc(C)cc(C)n2)cc1 (stereo not given),-70.6,-1.6,-14.8,1.0,0.1,-12.7,-4.1,-15.0
CN1CCN(c2nnc(C(F)(F)F)s2)CC1,22.0,4.6,10.1,1.4,-2.5,20.8,13.2,27.2
CCc1ccccc1N1CC(c2nnc(NC(=O)Cc3ccc(F)cc3)s2)CC1=O (stereo not given),-57.1,-0.3,-4.5,1.6,2.5,-13.6,-6.4,-1.5
CC(C)N1CCN(C(=O)Cc2c[nH]c3ccccc23)C(C(N)=O)C1 (stereo not given),-57.5,-6.3,-23.5,-10.6,-5.3,-39.9,-27.4,-107.8
O=C1CO[C@H]2CN(Cc3ccccn3)C[C@H]2N1Cc1ccccn1,-74.7,-10.6,-45.2,-12.6,-9.9,-104.3,-29.3,-197.0
CC[C@H]1C[C@H](C)[C@@]2(NC1=O)O[C@@H](C[C@H](O)[C@@H](C)CC/C=C/C=C(\C)[C@@H]1C/C=C/C=C/[C@H](O)[C@H](C)[C@@H](O)[C@@H](CCC(C)=O)C(=O)N[C@@H](C(C)C)C(=O)N[C@@H](Cc3cccc(O)c3)C(=O)N3CCC[C@H](N3)C(=O)O1)[C@H](C)C=C2C,-3.8,13.2,-2.0,7.5,-3.3,0.0,-6.9,-40.2
CS(=O)(=O)c1ccc(C(=O)N(Cc2cccnc2)C2CCN(Cc3ccncc3)CC2)cc1,6.1,-1.8,6.9,-1.9,-4.3,0.0,7.5,-2.7
CNC(=O)[C@@H]1CN2CCN(C(=O)COc3ccccc3)C[C@@H]2[C@H]1c1ccccc1,-7.7,-3.5,-4.3,-4.0,0.1,-2.1,-2.9,-34.3

# An excerpt of these results, with each value named.
COc1ccc(C2SCC(=O)Nc3c2c(C)nn3-c2nc(C)cc(C)n2)cc1 (stereo not given)
  USP8 block: -70.6; USP7 block: -1.6; USP28 block: -14.8; UCHL1 inh: 1.0; USP10 inh: 0.1; USP17 inh: -12.7; OTUD3 block: -4.1; USP30 inh: -15.0

CN1CCN(c2nnc(C(F)(F)F)s2)CC1
  USP8 block: 22.0; USP7 block: 4.6; USP28 block: 10.1; UCHL1 inh: 1.4; USP10 inh: -2.5; USP17 inh: 20.8; OTUD3 block: 13.2; USP30 inh: 27.2

CCc1ccccc1N1CC(c2nnc(NC(=O)Cc3ccc(F)cc3)s2)CC1=O (stereo not given)
  USP8 block: -57.1; USP7 block: -0.3; USP28 block: -4.5; UCHL1 inh: 1.6; USP10 inh: 2.5; USP17 inh: -13.6; OTUD3 block: -6.4; USP30 inh: -1.5
